High-throughput results (PubChem)
AddAB inh: less growth of phage-infected E. coli with AddAB | 0.29% of 330,000 active | inhibition, % at 11.9 µM | AID 435030 | E. coli expressing H. pylori AddAB, absorbance growth; in the data active = inhibition above about 12%;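 also: 0% = vehicle wells of infected cells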
MOR-DOR inv ag: inverse agonist of human OPRM1-OPRD1 heterodimerization; P35372+P41143; 0.21% of 340,000 active; AID 504357; cell-based MOR-DOR heterodimer luminescence, inverse agonism; inhibition, % at 9.3 µM; in the data active = inhibition above about 22%, passing the limit was not always enough;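 also: 0% = cells with DMSO and 100% = wells without cells with DMSO; values of inactives mirror those of a sister screen read the other way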
PfHsp90 set2: growth inhibition of yeast expressing Plasmodium Hsp90 | S. cerevisiae expressing PfHsp90, BacTiter-Glo ATP, 48 h; yeast lacking PDR1 and PDR3 efflux regulators | inhibition, % at 9.4 µM | 0.32% of 310,000 active | AID 504621;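 active = every replicate shows inhibition above about 80%, whatever the replicate mean, limit read from the data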;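 also: 0% = DMSO neutral controls and 100% = 20 µM radicicol positive controls; yeast relying on Plasmodium falciparum Hsp90 in place of its own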
Ecoli viability: bacterial growth inhibition, counter-screen for AddAB inhibitors; E. coli V3065 growth, OD600 absorbance, 18 h; inhibition, % at 11.9 µM; 0.27% of 330,000 active;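 active = inhibition above the campaign's mean inhibition across all tested compounds plus 3 SD, cut at about 9.9% in these data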;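 also: uninfected addAB+ strain grown without phage in ampicillin broth; 0% = DMSO wells and 100% = ciprofloxacin 0.95 µg/ml wells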
Tat export inh: E. coli Tat transport inhibition. E. coli MC4100 TorA-mCherry Tat export, fluorescence. inhibition, % at 10 µM. 0.036% of 340,000 active. AID 488895;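 active = mean replicate inhibition at least 50% and at least half of replicates individually reaching 50%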;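 also: exported cargo escapes ClpAP degradation while cytoplasmic cargo is degraded and loses fluorescence; 0% = median of neutral control wells and 100% = median of NaSCN control wells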
PKA-R2B act: activators of human PKA-R2B complex. P22694+P31323. PKA-R2B holoenzyme dissociation, Cy5-IP20 fluorescence polarization; R2B truncated from residue 108, S112A mutant; 0% DMSO only, 100% 113 µM cGMP. activation, % at 11.4 µM. 0.079% of 340,000 active;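 active = activation above a cutoff set at the mean over all compounds plus 3 SD, cut at about 18% in these data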;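 also: higher means more holoenzyme dissociation and a rise in polarization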
Target sequence (P31323 whole entry, looked up, other chains not shown, the tested form may be a part): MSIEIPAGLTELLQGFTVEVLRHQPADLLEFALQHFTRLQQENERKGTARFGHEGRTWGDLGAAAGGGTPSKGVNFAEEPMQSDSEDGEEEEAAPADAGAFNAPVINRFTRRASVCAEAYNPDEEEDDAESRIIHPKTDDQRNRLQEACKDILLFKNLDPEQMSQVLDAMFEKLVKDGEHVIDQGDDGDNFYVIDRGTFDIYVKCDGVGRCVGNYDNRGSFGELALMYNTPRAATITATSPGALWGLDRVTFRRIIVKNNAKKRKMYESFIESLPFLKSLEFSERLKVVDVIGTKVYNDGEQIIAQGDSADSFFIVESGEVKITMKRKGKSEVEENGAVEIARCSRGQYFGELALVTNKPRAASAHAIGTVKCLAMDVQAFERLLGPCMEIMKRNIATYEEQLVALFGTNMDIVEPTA
phage Ecoli inh: E. coli growth loss with phage present | growth absorbance | inhibition, % at 11.9 µM | 0.26% of 360,000 active; in the data active = inhibition above about 11%
Mot1-301 SUMO: SUMOylation pathway inhibition by Mot1-301 growth rescue | growth rescue, % at 18.8 µM | 1% of 320,000 active | AID 2716 | S. cerevisiae Mot1-301 growth rescue, ATP luminescence, 38.5C; percent above DMSO median, 100 means doubled;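 active = every valid replicate shows activation above 250% relative to neutral control wells; inactive = the rest, any valid replicate at or below 250%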;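 also: OY570 slx delta 5 strain wells were the positive control but not used for scaling; some compounds called inactive have numbers as strong as hits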
OPRM1-OPRD1 ag: agonists of human mu-delta opioid receptor heterodimerization; P35372+P41143; cells, OPRM1-OPRD1 heterodimerization, luminescence; activation, % at 9.3 µM; 0.3% of 340,000 active; in the data active = activation above about 18%;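 also: 0% = vehicle-treated cells and 100% = reference agonist; values of inactives mirror those of a sister screen read the other way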
HTR5A inv ag: inverse agonist of human HTR5A in OPRM1-OPRD1 counter-screen. P47898. HTR5A cell line, luminescence, inverse agonism. inhibition, % at 9.3 µM. 0.083% of 340,000 active; in the data active = inhibition mostly above about 23%, no sharp cut-off; inactive = mostly below about 18%;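 also: 0% = cells with DMSO and 100% = no-cell wells with DMSO; some compounds called inactive have numbers as strong as hits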
Target sequence (P47898 whole entry, looked up): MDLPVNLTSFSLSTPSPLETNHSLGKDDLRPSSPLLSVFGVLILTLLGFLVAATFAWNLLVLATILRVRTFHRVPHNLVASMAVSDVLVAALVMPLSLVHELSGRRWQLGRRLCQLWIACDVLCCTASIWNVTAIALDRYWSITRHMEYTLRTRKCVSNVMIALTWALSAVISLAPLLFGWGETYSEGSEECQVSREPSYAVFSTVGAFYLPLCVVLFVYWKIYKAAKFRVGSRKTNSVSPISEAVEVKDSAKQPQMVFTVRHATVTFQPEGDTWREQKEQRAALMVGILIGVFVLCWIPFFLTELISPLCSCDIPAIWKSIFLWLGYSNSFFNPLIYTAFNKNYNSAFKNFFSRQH
PKA-R1A activ: activates the PKA-R1A holoenzyme complex; P00514+P68181; PKA-R1A dissociation, Cy5-IP20 fluorescence polarization; scaled: DMSO 0%, 113 µM cGMP 100%; activation, % at 11.4 µM; 0.083% of 340,000 active;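 active = percent activation above the mean of all tested compounds plus 3 SD, cut at about 19% in these data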;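 also: higher means more PKAc released from R1A so a rise in polarization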
An asterisk follows results filed as active; . = not tested or not shown; + = active, no number.

SMILES	AddAB inh	MOR-DOR inv ag	PfHsp90 set2	Ecoli viability	Tat export inh	PKA-R2B act	phage Ecoli inh	Mot1-301 SUMO	OPRM1-OPRD1 ag	HTR5A inv ag	PKA-R1A activ
O=C(Cn1nc(C(F)F)cc1C(F)F)NNC(=S)Nc1ccc(Cl)cc1	2.2	12.0	2.4	-1.1	0.9	2.2	4.1	-17.0	-2.2	-1.1	8.5
Cc1ccc(OCC(=O)N2N=C(c3ccncc3)CC2(O)C(F)(F)F)cc1C (stereo not drawn)	-0.9	7.0	-15.3	-0.5	-2.1	-8.1	1.9	-3.1	-1.4	1.7	-2.4
C=CCn1c(SCC(=O)N(C)C2CCS(=O)(=O)C2)nnc1-c1ccncc1 (stereo not drawn)	1.6	9.2	2.5	-0.4	-5.4	6.2	3.8	-13.8	-1.6	-6.0	12.0
CC(Sc1ncc(C#N)c(N)n1)C(=O)Nc1ccccc1 (stereo not drawn)	1.2	8.1	-1.5	1.5	2.4	-5.3	3.1	100.8	-1.5	10.0	-9.6
C=CCOc1ccc(NC(=O)C(=O)NCCCn2ccnc2)cc1	-1.2	3.0	-1.0	-1.6	-4.3	12.7	2.4	8.4	-0.5	-11.9	-0.2
Cc1cc(=O)[nH]c(SCC(=O)c2ccc(C)c(C)c2)n1	4.5	7.4	8.7	3.3	-7.2	-14.1	0.9	187.7	-1.3	2.0	-4.6
COc1ccc(C2C(C#N)=C(N)Oc3cc(O)ccc32)cc1OC (stereo not drawn)	2.4	8.6	-12.6	-0.5	-1.5	-11.0	-1.8	-1.4	-1.9	8.6	2.0
Cc1cccc(OCC(=O)NCCN2CCOCC2)c1	1.0	11.6	7.2	-1.1	2.0	5.1	0.6	-2.0	-2.2	-15.9	-12.6
CCC(c1nnc(SCC(=O)Nc2cccc(S(N)(=O)=O)c2)n1-c1ccc(OC)cc1)N(C)C (stereo not drawn)	3.0	10.0	-58.1	0.1	-3.3	1.7	0.1	7.7	-1.9	-15.7	5.6
Cc1ccc(CN(Cc2ccco2)C(=O)c2ccco2)cc1	-0.5	21.5	-6.8	-1.6	-2.8	-5.8	3.8	1.5	-4.0	2.0	-1.3
CCCc1nc2ccccc2c(C(=O)N(CC)CC(=O)NCc2cccs2)c1CC	.	11.7	3.4	.	7.9	-8.4	2.1	.	-1.8	-6.9	-6.4
CCCCc1n[nH]c(=S)n1Cc1ccc(C)cc1	-0.6	-33.5	-3.0	-1.6	10.0	9.1	2.8	+	4.7	-4.5	-4.0
CC(NC(=O)C1CCN(C(=O)c2cccs2)CC1)c1ccc(S(N)(=O)=O)cc1 (stereo not drawn)	2.1	19.3	-25.0	-2.6	-0.2	-10.4	3.1	-0.7	-4.8	11.4	-4.7
CC(=O)N1CC=CC1(C)C(=O)O (stereo not drawn)	3.2	10.7	6.0	1.0	-3.5	4.2	3.3	302.2	-1.9	-13.1	-8.7
COc1cccc(C2(O)CCN(C(=O)C3CCC3)CC2)c1	-0.8	9.2	13.7	-1.9	11.9	-5.2	1.8	3.8	-1.7	6.7	-10.0
COc1ccccc1NC(=O)c1ccc(NC(=O)CSc2n[nH]c(N)n2)cc1	-0.2	0.4	-7.4	-1.1	1.1	-9.6	3.7	-4.9	-0.1	2.7	-7.8
Cc1ccc(C(=O)NCC(=O)OCC(=O)NC2CCCCCCC2)cc1	2.4	5.6	3.6	-2.1	-0.6	1.4	1.0	0.2	-1.1	11.5	6.8
Cc1cc(C)n(CCC(=O)Nc2cccc(F)c2)n1	-0.1	20.2	6.3	0.3	3.9	-4.0	2.8	146.8	-4.0	15.8	0.2
CC1CC(C)CN(C(=O)c2cc(S(=O)(=O)N3CCCCC3)ccc2Cl)C1 (stereo not drawn)	0.8	13.0	17.6	0.3	-7.3	-4.1	3.8	3.5	-2.4	5.0	-10.4
CC(C)CNC(=O)CC(c1ccccc1)c1ccccc1	2.6	6.9	1.4	-2.6	-2.1	-2.8	3.0	7.2	-1.3	-1.6	-6.3

Part of the list above, with bars between the fields:
smiles | AddAB inh | MOR-DOR inv ag | PfHsp90 set2 | Ecoli viability | Tat export inh | PKA-R2B act | phage Ecoli inh | Mot1-301 SUMO | OPRM1-OPRD1 ag | HTR5A inv ag | PKA-R1A activ
CC(NC(=O)C1CCN(C(=O)c2cccs2)CC1)c1ccc(S(N)(=O)=O)cc1 (stereo not drawn) | 2.1 | 19.3 | -25.0 | -2.6 | -0.2 | -10.4 | 3.1 | -0.7 | -4.8 | 11.4 | -4.7
CCCc1nc2ccccc2c(C(=O)N(CC)CC(=O)NCc2cccs2)c1CC | . | 11.7 | 3.4 | . | 7.9 | -8.4 | 2.1 | . | -1.8 | -6.9 | -6.4

(more compounds)
SMILES	AddAB inh	MOR-DOR inv ag	PfHsp90 set2	Ecoli viability	Tat export inh	PKA-R2B act	phage Ecoli inh	Mot1-301 SUMO	OPRM1-OPRD1 ag	HTR5A inv ag	PKA-R1A activ
COc1ccc(NC(=O)COc2nsnc2N2CCCCC2)cc1	-1.5	-4.2	-10.3	-1.0	-9.9	5.9	1.8	-0.7	0.8	-15.1	6.2
COc1cc(C(=O)OCC(=O)NC2CCS(=O)(=O)C2)ccc1OCc1c(C)noc1C (stereo not drawn)	0.8	8.1	2.2	0.9	4.7	-1.0	4.3	-4.4	-1.3	-0.8	-14.3
Cc1cnc(NC(=O)C(C)N2CCN(C)CC2)s1 (stereo not drawn)	-2.9	14.7	4.7	1.6	1.0	-4.4	1.1	7.3	-2.8	2.8	-2.2
NC(=O)c1ccc(N2CCOCC2)nc1	3.5	-0.3	7.2	-0.9	3.9	-4.5	2.5	2.2	0.1	4.4	7.0
COc1ccccc1N1CCN(C(=O)CNC(=O)Cn2cnc3sc(C)c(C)c3c2=O)CC1	1.1	-0.8	-13.5	2.0	1.0	-6.7	1.1	-9.5	0.2	17.5	-8.3
COc1cccc(Oc2c(C)oc3c(CN4CCCC4)c(O)ccc3c2=O)c1	2.0	2.6	-5.0	-0.3	5.3	-3.1	3.0	44.6	-0.5	-5.7	-5.1
O=C(NCc1ccco1)c1cc(-c2ccccc2)nn1CC1CC(c2cccnc2)=NO1 (stereo not drawn)	2.0	19.9	-5.6	-0.7	-2.3	2.4	0.9	-8.6	-3.5	-7.1	5.1
CC1=NN(c2ccc(C(F)(F)F)cn2)C(=O)C1	-3.3	6.6	-24.1	-1.8	-4.0	-6.1	4.3	-7.8	-0.9	15.2	-11.6
C=CCNC(=O)c1cc2cccc(OC)c2oc1=O	1.6	2.7	-6.5	0.4	-3.5	-1.5	3.2	.	-0.6	-3.8	-9.1
COc1ccc(-c2cccc(-c3nc4ccc(Cl)cn4c3NC3CCCCC3)c2)cc1	1.2	1.5	25.2	0.7	1.2	5.4	1.1	-18.6	-0.3	-0.1	4.6
COc1ccc(-n2nnc3c(SCC(=O)N4CCCc5ccccc54)ncnc32)cc1	0.4	18.3	12.0	1.6	-4.5	-6.5	-1.9	187.5	-3.5	0.3	-9.3
Cc1ccc(S(=O)(=O)N2CCCCC2)cc1	-0.6	11.1	30.7	0.0	-11.7	-7.9	-1.5	-3.0	-2.5	3.3	-0.7
O=C(O)CCNS(=O)(=O)c1ccc2ccccc2c1	2.3	2.5	-4.4	1.9	-9.2	-1.5	1.7	74.9	-0.5	-2.8	9.8
COc1ccc(S(=O)(=O)N(C)CC(=O)Nc2cccc(C(C)=O)c2)cc1	1.1	7.5	9.0	1.4	-11.2	-4.8	4.1	-9.5	-1.3	-0.9	-8.0
OC(c1ccccc1)c1nc2ccccc2s1 (stereo not drawn)	4.2	5.8	3.0	2.4	4.0	6.6	2.3	-4.4	-1.4	-3.1	-2.8
COc1ccc(-c2oc3ccc(N4CCOCC4)cc3c2/C=C/c2ccc(OC)c(OC)c2)cc1	4.7	12.5	-5.4	-0.8	17.5	7.6	2.6	76.9	-2.7	11.4	11.2
Cc1cc2cc(C)c(NCCNC(=O)c3cccs3)nc2cc1C	3.4	-58.3	4.9	0.3	-10.1	-6.3	2.4	-4.7	11.4	0.1	-5.8
O=C(CSc1nncs1)NC1CCCc2ccccc21 (stereo not drawn)	-0.8	5.5	-5.2	1.7	7.6	-1.1	3.9	-9.0	-1.1	-4.6	-12.2
CCOC(=O)C1(Cc2ccc(Cl)cc2)CCN(Cc2ccon2)CC1	-0.7	9.0	22.2	-2.8	-24.4	-9.3	3.7	7.6	-1.8	-2.6	-8.8
O=C(CNC(=O)c1cccs1)OCc1c(F)cccc1Cl	3.5	7.3	-10.4	-0.5	1.2	-2.1	1.1	1.4	-1.4	-27.2	-10.9
Cc1cc(/C=C2\C(=N)N3N=C(C(C)C)SC3=NC2=O)c(C)n1Cc1ccccc1	-2.1	15.0	-2.0	-5.2	2.5	6.1	1.8	18.6	-3.0	-18.0	5.1
NS(=O)(=O)c1ccc(NC(=O)COC(=O)CCc2c[nH]c3ccccc23)cc1	1.9	2.7	19.4	0.0	-2.3	1.3	4.0	-2.0	-0.5	-19.9	1.4
NC(=S)N/N=C/c1ncc(C(F)(F)F)cc1Cl	23.3*	.	14.1	18.3*	-4.1	.	.	422.9	.	.	.
O=C(NCCc1ccc(Cl)cc1)c1ccc(NC2=NC3CS(=O)(=O)CC3S2)cc1 (stereo not drawn)	-0.3	9.3	-10.3	-1.3	-5.8	-5.1	3.9	8.1	-1.6	-4.8	-5.8
CCc1ccc(OCC(=O)O/N=C(\N)c2ccncc2)cc1	6.4	-25.6	12.0	1.6	0.3	-4.6	2.0	8.2	4.8	-4.5	-5.5
COc1ccc(NC(=O)C2CC(=O)N=C(N)S2)cc1 (stereo not drawn)	0.2	14.7	.	0.4	1.7	1.7	-0.6	10.0	-3.0	-1.6	-4.6
COc1ccc(-n2c(=S)[nH]c3cc(C(=O)Nc4cc(OC)c(OC)c(OC)c4)ccc3c2=O)c(OC)c1	-1.9	2.0	-5.3	-0.6	-2.2	-2.8	0.6	6.5	-0.5	22.9	2.8
COc1ccc(/C=N/NC(=O)c2cccc(Br)c2)cc1COc1ccccn1	2.4	9.1	4.8	0.5	5.4	-0.2	1.0	-7.7	-1.8	22.2	-6.5
CCC1(C)CC(=O)N(c2ccc(C(=O)O)c(O)c2)C1=O (stereo not drawn)	3.7	-7.3	-5.6	0.0	-6.4	-10.7	1.8	-7.3	1.3	12.2	-3.5
COc1cc(NC(=O)CN2CCN(c3ccccc3)CC2)c(C)cc1[N+](=O)[O-]	2.2	9.6	0.7	-2.4	-5.9	-8.1	3.9	12.2	-1.9	-4.4	-3.0
Cc1cc(-c2c(C(=O)N3CCOCC3)c(C)nn2-c2cccc(C(F)(F)F)c2)no1	1.6	8.4	2.8	-1.4	-8.3	-10.4	1.2	2.7	-1.6	-7.8	-2.5
Cc1cc(C)n2nc(SCC(=O)Nc3c(C)nn(-c4ccccc4)c3C)nc2n1	0.7	6.5	.	-1.8	-0.7	-4.9	0.6	-20.8	-1.1	-5.2	-0.1
Cc1ccc(C(=O)Nc2nc(-c3ccc(F)cc3)cs2)o1	8.1	-9.4	21.6	1.0	5.2	-0.6	0.3	410.3*	1.8	-9.0	-3.2
CCCCN=C1NN=C(c2ccc3c(c2)OCCO3)CS1	-0.2	.	-10.7	0.8	-13.8	.	1.9	5.8	.	.	.
